Ba/F3 V617F tox: loss of viability in JAK2V617F-driven Ba/F3 cells. Ba/F3 EpoR-JAK2V617F viability, ATP luminescence. inhibition, % at 5.6 µM. 1.1% of 220,000 active;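 active = inhibition above the campaign mean plus 3 SD over all tested compounds, cut at about 24% in these data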;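 note: cytokine-independent growth of Ba/F3 cells driven by EpoR plus mutant JAK2; 0% = DMSO-treated cells and 100% = JAK inhibitor I control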
RBBP9 inhibitor: human RBBP9 hydrolase inhibition | recombinant RBBP9, FP-Rh probe fluorescence polarization | AID 1515 | 0.2% of 220,000 active | O75884 | inhibition, % at 7.94 µM;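 active = inhibition above the campaign mean of all tested compounds plus 3 SD, cut at about 14% in these data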;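 note: plate controls were DMSO wells with RBBP9 for no effect and wells lacking RBBP9 protein for full effect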
Target sequence (O75884 whole entry, looked up): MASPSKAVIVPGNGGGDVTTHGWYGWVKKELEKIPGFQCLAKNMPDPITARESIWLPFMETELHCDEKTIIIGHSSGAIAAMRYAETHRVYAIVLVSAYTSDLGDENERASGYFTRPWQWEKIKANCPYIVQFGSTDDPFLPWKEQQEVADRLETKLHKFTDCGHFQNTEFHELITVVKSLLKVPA
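System: RBBP9 protein | Quantity: 2.5 µM RBBP9 dispensing solution, before mixing | Reagent: FP-Rh probe, 375 nM dispensing solution | Timing: Enzyme-compound preincubation 30 min, then probe labeling 45 min, 25 °C | Measured by: Fluorescence polarization | Read-out: % inhibition | Replication: One well per compound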
NPY-Y1 antag: blocks the human neuropeptide Y Y1 receptor; P25929; HEK293-CNG Y1 cells, membrane potential fluorescence; NPY at EC95, then isoproterenol; inhibition, % at 3.6 µM; 1% of 200,000 active; AID 1040;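 active = inhibition above the campaign mean inhibition of all tested compounds plus 3 SD, cut at about 20% in these data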;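 note: 0% = DMSO wells given NPY plus isoproterenol and 100% = isoproterenol alone without NPY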
Target sequence (P25929 whole entry, looked up): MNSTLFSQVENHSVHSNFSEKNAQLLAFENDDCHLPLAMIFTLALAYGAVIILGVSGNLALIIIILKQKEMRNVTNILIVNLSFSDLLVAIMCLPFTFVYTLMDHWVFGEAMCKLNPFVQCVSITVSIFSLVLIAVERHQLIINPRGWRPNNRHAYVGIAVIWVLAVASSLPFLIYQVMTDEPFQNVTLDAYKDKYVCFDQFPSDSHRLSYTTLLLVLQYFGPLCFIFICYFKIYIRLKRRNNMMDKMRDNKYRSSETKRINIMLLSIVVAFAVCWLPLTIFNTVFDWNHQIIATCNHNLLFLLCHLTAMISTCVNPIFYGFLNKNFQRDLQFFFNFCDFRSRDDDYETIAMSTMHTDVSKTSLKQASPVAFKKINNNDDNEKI
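Material: HEK293 cells co-expressing NPY Y1 receptor and cyclic-nucleotide gated channel. Timing: compound incubation 1 h at room temperature, readout 45 min post-stimulation. Signal: fluorescence, membrane potential probe.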
NPY-Y2 PAM-ag: potentiators or agonists of human neuropeptide Y receptor Y2. 0.45% of 220,000 active. AID 1359. activation, % at 3.6 µM. cells expressing NPY-Y2, potentiator/agonist read-out. P49146; in the data active = activation above about 27%;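 note: cells stimulated with NPY near EC25 plus isoproterenol at EC100; 0% = vehicle plus submaximal agonist and 100% = vehicle plus saturating agonist; some results beyond the cut were filed as inactive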
Target sequence (P49146 whole entry, looked up): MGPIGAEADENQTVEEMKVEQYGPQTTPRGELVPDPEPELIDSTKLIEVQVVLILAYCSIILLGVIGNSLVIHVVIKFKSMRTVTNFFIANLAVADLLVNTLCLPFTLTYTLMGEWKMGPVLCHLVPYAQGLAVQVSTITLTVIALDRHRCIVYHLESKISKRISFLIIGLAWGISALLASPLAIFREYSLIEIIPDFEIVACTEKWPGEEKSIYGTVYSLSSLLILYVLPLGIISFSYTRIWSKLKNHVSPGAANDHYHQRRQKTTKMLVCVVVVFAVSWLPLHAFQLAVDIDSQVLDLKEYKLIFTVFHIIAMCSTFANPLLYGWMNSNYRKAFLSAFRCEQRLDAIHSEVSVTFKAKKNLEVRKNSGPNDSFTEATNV
Runt-CBFb FRET: Runt domain-CBFb interaction inhibition; Q01196+Q13951; Cerulean-Runt/Venus-CBFb FRET ratio 530/480, 1 h; inhibition, % at 20 µM; 0.46% of 220,000 active;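 active = inhibition over about 50% at 20 µM in the single-dose screen, limit read from the data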;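 note: 0% = DMSO wells and 100% = excess unlabeled CBFb competitor control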
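Assay system: Cerulean-tagged RUNX1 Runt domain (FRET donor) fusion protein / Amount: 100 nM each of Venus-CBFb and Cerulean-Runt domain / Medium: Tris buffer pH 7.5 with salts and BSA / Also added: Venus-CBFb 100 nM / Schedule: 1 h complex formation plus 1 h compound treatment, room temperature / Signal: FRET fluorescence / Read-out: loss of energy transfer signal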
NPY1 pot ag: potentiates or activates human NPY-Y1 receptor; NPY-Y1 expressing cells, potentiator/agonist activation; activation, % at 3.6 µM; 0.37% of 220,000 active; P25929; in the data active = activation above about 33%, passing the limit was not always enough;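 note: cells stimulated with NPY at EC10 then isoproterenol at EC100; 0% = low agonist plus stimulus and 100% = saturating agonist plus stimulus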
S1P4 ag: agonists of human S1P4 receptor; AID 1509; 0.35% of 220,000 active; activation, % at 4.98 µM; S1P4-expressing cell line, agonist reporter assay; in the data active = activation above about 11%;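 note: 0% = DMSO vehicle and 100% = reference agonist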
S1P4 antag: antagonists of human S1P4 receptor; S1P4-expressing cells, antagonist mode, reporter read-out; AID 1510; 0.26% of 220,000 active; inhibition, % at 4.98 µM; O95977; in the data active = inhibition above about 29%;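 note: 0% = wells stimulated with agonist and 100% = vehicle wells without agonist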
BaF3 parental: parental Ba/F3 viability inhibition as JAK2V617F counter-screen; CellTiter-Glo ATP luminescence; inhibition, % at 5.6 µM; 1.1% of 220,000 active;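 active = inhibition above a per-campaign cutoff, the mean inhibition of all tested compounds plus 3 SD, cut at about 27% in these data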;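 note: 0% = DMSO wells and 100% = JAK Inhibitor I control wells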
* hit, by the source's call; x = not tested or not shown.

Every second line gives: S1P4 ag	S1P4 antag	Runt-CBFb FRET	Ba/F3 V617F tox	NPY-Y1 antag	BaF3 parental	RBBP9 inhibitor	NPY1 pot ag	NPY-Y2 PAM-ag
- O=C1c2ccccc2NC(c2ccccc2)N1c1ccc(O)cc1 (configuration not stated)
→ 0.1	-14.8	-0.8	-4.0	-2.1	3.1	-8.4	38.4	13.4
- CCOc1ccc(C2c3c(oc4ccccc4c3=O)C(=O)N2c2ccc(C)cn2)cc1OC (configuration not stated)
→ -0.2	-12.0	-2.3	1.3	3.9	2.6	-9.8	-7.7	-1.8
- CN1CCN(S(=O)(=O)c2cccc(C(=O)Nc3nc(-c4ccccc4)cs3)c2)CC1
→ 1.2	-28.6	-1.3	-2.3	-2.5	5.1	-4.4	-16.4	-4.4
- NC(=O)C1CCN(C(=O)COc2ccc(S(=O)(=O)NCc3ccccc3)cc2Cl)CC1
→ 0.9	-31.3	-1.4	-1.4	1.4	3.2	-7.9	1.9	12.0
- Cc1ccc(NC(=O)c2sc(N)nc2-c2ccccc2)cc1C
→ -0.4	-10.0	-2.1	0.5	-0.9	3.0	3.4	8.7	-1.2
- COc1ccc(CCNC(=O)Cn2nnc(-c3cccc(OC)c3OC)n2)cc1OC
→ 0.2	-14.8	-1.0	2.8	-1.8	4.9	4.7	-15.8	-0.9
- CCN(CC)c1ccc(NC(=O)Cn2c(C(C)NC(=O)c3ccccc3)nc3ccccc32)cc1 (configuration not stated)
→ 5.0	-5.7	5.8	4.7	-3.2	7.6	-1.4	7.9	10.5
- O=C(Cc1c(C(=O)O)[nH]c2ccccc12)NCCN1CCN(c2ccccc2F)CC1
→ -2.8	-4.8	-1.3	-4.3	-2.2	-2.3	-7.2	6.5	6.1
- O=C(N/N=C/c1ccccn1)NC12CC3CC(CC(C3)C1)C2
→ 1.9	-13.2	2.5	0.7	x	-2.5	11.1	22.1	0.3
- CCSc1nnc(NC(=O)NC2CCCCC2)s1
→ 1.1	-6.8	0.8	-0.4	0.6	-0.4	-1.9	6.2	-0.2
- O=C(NNc1cc(C(F)(F)F)nc2ccccc12)Nc1cccc(Cl)c1
→ 0.8	-26.9	2.3	3.0	x	0.0	-7.5	10.8	-8.5
- COCc1cc(/C=N\NC(=O)Cc2ccc(Cl)cc2)ccc1OC
→ -0.2	-27.8	-4.4	-0.4	-4.1	0.6	-10.4	-25.8	-8.1
- COC(=O)c1ccc(Cl)c(NC(=O)CN(c2ccc(OC)cc2)S(=O)(=O)c2ccccc2)c1
→ 1.4	-12.7	x	0.8	-0.8	6.6	-12.6	-18.8	-6.1
- Cc1cc(=O)n2nc(-c3ccc(C(F)(F)F)cc3)sc2n1
→ 1.3	-12.4	1.2	-0.5	4.1	3.5	3.1	-6.8	2.3
- O=C1CS/C(=N/N=C/c2cccs2)N1
→ -0.1	-0.6	1.6	2.7	5.1	4.6	2.7	16.4	6.5
- Cn1c(CNC(=O)c2ccco2)nnc1SCC(=O)c1ccccc1
→ 4.0	-7.2	2.6	1.1	0.1	4.1	1.5	6.8	9.2
- O=S(=O)(Cc1ccccc1)NCc1ccccn1
→ -1.1	-4.5	-2.2	-1.8	1.7	4.5	1.8	-19.1	-11.6
- Cc1ccc(C(=O)CN(C(=O)c2ccc(Cl)c(Cl)c2)N2C(=O)C3CCCCC3C2=O)cc1C (configuration not stated)
→ 0.0	-9.9	0.6	-0.7	-3.2	8.8	-0.7	3.7	-14.7
- CCOc1ccc(N2C(=O)c3ccc(C(=O)OCc4c(C)noc4C)cc3C2=O)cc1
→ 1.5	-4.0	-1.4	-1.5	1.3	6.0	-7.6	-1.7	-2.4
- OCCC1CN(Cc2nc(-c3ccccc3)cs2)CCN1Cc1ccc(F)cc1 (configuration not stated)
→ 0.7	-0.5	-2.5	-1.0	-1.1	5.7	-1.0	8.2	0.0
- Nc1cc(=O)[nH]c(SCC(=O)N2N=C(c3ccc(Cl)cc3)CC2c2ccco2)n1 (configuration not stated)
→ 1.0	-7.7	8.6	-2.7	0.9	4.1	-5.4	-7.2	0.5
- CS(=O)(=O)c1nc(-c2ccc(Br)cc2)n[nH]1
→ 0.1	-19.1	-0.1	1.7	3.8	3.2	-11.2	19.4	2.2
- CC1CN(C(=O)c2ccc(COc3ccc(C(C)C)cc3)o2)CC(C)O1 (configuration not stated)
→ 1.2	-7.9	-10.2	4.8	9.3	5.4	-8.4	5.7	-17.6
- Cc1ccc(-n2nc(C)c(NC(=O)CCl)c2C)cc1C
→ 1.9	-25.9	-1.8	5.0	0.1	13.5	3.2	-6.3	-17.0
- O=C(CN1CCN(S(=O)(=O)c2ccccc2)CC1)Nc1ccc(N2CCOCC2)cc1
→ 0.8	-9.2	1.7	-3.5	-0.2	3.7	5.8	0.2	4.6
- COc1cc(NC(=S)N2CCN(c3ccccn3)CC2)cc(OC)c1OC
→ -0.6	3.9	1.9	-0.6	4.6	5.8	2.1	-3.2	7.9
- Cc1cc(C(=O)N2CCN(c3ncccn3)CC2)c(C)o1
→ 1.2	-9.4	0.3	-2.5	-2.5	-2.2	-8.5	-5.9	12.5
- COc1ccccc1N(CC(=O)NCC1CCCO1)C(=O)CCC(=O)Nc1nccs1 (configuration not stated)
→ -2.0	-15.5	-1.1	-1.8	-2.6	1.1	-3.5	-23.2	18.7
- Cc1nc(Cl)nc(N(C)c2ccccc2)c1[N+](=O)[O-]
→ 0.1	3.4	-1.8	-1.7	x	-2.5	-14.2	1.2	-8.3
- COc1cccc(C(=O)COC(=O)c2n[nH]c(=O)c3ccccc23)c1
→ -1.4	2.2	-1.8	-5.4	3.9	-2.2	-6.3	2.0	-0.1
- CC(NC(=O)c1ccc(OC2CCN(C(=O)c3cccnc3)CC2)cc1)C1CC1 (configuration not stated)
→ 1.6	-9.7	-0.1	0.7	1.6	9.7	-1.2	-10.4	-12.6
- CSCC[C@H](NC(=O)OCc1ccccc1)C(=O)O
→ -1.2	-3.0	-1.5	-2.1	6.6	1.1	1.6	-17.6	-11.4
- N#CC1=C(N)Oc2n[nH]c(-c3ccncc3)c2C1c1ccsc1 (configuration not stated)
→ -3.2	9.8	2.7	4.5	-2.4	9.0	-10.9	-12.6	-8.2
- COc1ccccc1NC(=O)Nc1ccnn1C1CCCCC1
→ -0.4	0.0	0.1	-1.9	0.0	3.5	-5.6	-21.1	5.8
- CC1=C(C)CS(=O)N(c2ccc(S(N)(=O)=O)cc2)C1 (configuration not stated)
→ 0.9	-0.9	13.7	0.7	-8.7	2.5	-8.5	-3.3	-11.4
- COc1cc(/C=C(/NC(=O)c2ccccc2)C(=O)N2CCN(C)CC2)c([N+](=O)[O-])cc1OC
→ -0.4	6.8	-7.2	0.7	0.9	8.3	-5.6	15.4	4.7
- O=C(CCn1nc(-c2ccccc2)ccc1=O)N1CCN(c2ccccn2)CC1
→ 1.7	-26.2	-0.8	-3.6	-0.3	2.7	10.7	1.9	7.9
- O=C(Nc1cccnc1)c1c(F)c(F)c(F)c(F)c1F
→ 0.1	7.2	-1.5	1.3	4.5	4.0	-0.6	-3.2	-1.0
- COc1ccc(CCNC(=O)C2CC(=O)N(C3CCCC3)C2)cc1OC (configuration not stated)
→ 0.1	0.7	-1.7	-2.1	3.5	1.7	-7.6	-5.2	6.8
- O=C(Cc1ccccc1)N1CCN(S(=O)(=O)c2cccc([N+](=O)[O-])c2)CC1
→ 1.3	-10.1	-1.0	1.3	-0.6	3.9	0.2	0.2	4.5
- CCOc1ccccc1CNCCNCC(C)O (configuration not stated)
→ -0.1	-3.7	1.9	-1.1	4.3	6.4	-3.0	-1.7	-7.9
- CCN(CC)S(=O)(=O)c1cc(C(=O)OCC(=O)c2ccc3c(c2)NC(=O)CO3)ccc1F
→ 0.9	-12.9	-7.7	1.2	-1.5	1.5	-6.9	7.0	15.2
- CCOc1ccc(Br)cc1S(=O)(=O)NC(=O)c1ccccc1
→ -0.7	6.3	0.6	2.2	7.8	6.5	-10.0	-4.8	-17.2
- CCN=C(NCC)SC1CC(=O)N(c2ccc(OCC)cc2)C1=O (configuration not stated)
→ -0.2	15.4	1.3	-1.6	-4.8	-2.9	2.1	13.5	-12.4

Reformatted: results already given.
Molecule | S1P4 ag | S1P4 antag | Runt-CBFb FRET | Ba/F3 V617F tox | NPY-Y1 antag | BaF3 parental | RBBP9 inhibitor | NPY1 pot ag | NPY-Y2 PAM-ag
COc1cccc(C(=O)COC(=O)c2n[nH]c(=O)c3ccccc23)c1 | -1.4 | 2.2 | -1.8 | -5.4 | 3.9 | -2.2 | -6.3 | 2.0 | -0.1
CC(NC(=O)c1ccc(OC2CCN(C(=O)c3cccnc3)CC2)cc1)C1CC1 (configuration not stated) | 1.6 | -9.7 | -0.1 | 0.7 | 1.6 | 9.7 | -1.2 | -10.4 | -12.6
CSCC[C@H](NC(=O)OCc1ccccc1)C(=O)O | -1.2 | -3.0 | -1.5 | -2.1 | 6.6 | 1.1 | 1.6 | -17.6 | -11.4
N#CC1=C(N)Oc2n[nH]c(-c3ccncc3)c2C1c1ccsc1 (configuration not stated) | -3.2 | 9.8 | 2.7 | 4.5 | -2.4 | 9.0 | -10.9 | -12.6 | -8.2
COc1ccccc1NC(=O)Nc1ccnn1C1CCCCC1 | -0.4 | 0.0 | 0.1 | -1.9 | 0.0 | 3.5 | -5.6 | -21.1 | 5.8
CC1=C(C)CS(=O)N(c2ccc(S(N)(=O)=O)cc2)C1 (configuration not stated) | 0.9 | -0.9 | 13.7 | 0.7 | -8.7 | 2.5 | -8.5 | -3.3 | -11.4
COc1cc(/C=C(/NC(=O)c2ccccc2)C(=O)N2CCN(C)CC2)c([N+](=O)[O-])cc1OC | -0.4 | 6.8 | -7.2 | 0.7 | 0.9 | 8.3 | -5.6 | 15.4 | 4.7
O=C(CCn1nc(-c2ccccc2)ccc1=O)N1CCN(c2ccccn2)CC1 | 1.7 | -26.2 | -0.8 | -3.6 | -0.3 | 2.7 | 10.7 | 1.9 | 7.9
O=C(Nc1cccnc1)c1c(F)c(F)c(F)c(F)c1F | 0.1 | 7.2 | -1.5 | 1.3 | 4.5 | 4.0 | -0.6 | -3.2 | -1.0
COc1ccc(CCNC(=O)C2CC(=O)N(C3CCCC3)C2)cc1OC (configuration not stated) | 0.1 | 0.7 | -1.7 | -2.1 | 3.5 | 1.7 | -7.6 | -5.2 | 6.8
O=C(Cc1ccccc1)N1CCN(S(=O)(=O)c2cccc([N+](=O)[O-])c2)CC1 | 1.3 | -10.1 | -1.0 | 1.3 | -0.6 | 3.9 | 0.2 | 0.2 | 4.5
CCOc1ccccc1CNCCNCC(C)O (configuration not stated) | -0.1 | -3.7 | 1.9 | -1.1 | 4.3 | 6.4 | -3.0 | -1.7 | -7.9

Rewritten as tab-separated lines: part of the list above
Molecule	S1P4 ag	S1P4 antag	Runt-CBFb FRET	Ba/F3 V617F tox	NPY-Y1 antag	BaF3 parental	RBBP9 inhibitor	NPY1 pot ag	NPY-Y2 PAM-ag
CC1=C(C)CS(=O)N(c2ccc(S(N)(=O)=O)cc2)C1 (configuration not stated)	0.9	-0.9	13.7	0.7	-8.7	2.5	-8.5	-3.3	-11.4
COc1cc(/C=C(/NC(=O)c2ccccc2)C(=O)N2CCN(C)CC2)c([N+](=O)[O-])cc1OC	-0.4	6.8	-7.2	0.7	0.9	8.3	-5.6	15.4	4.7

Screening results (PubChem)
